# GPR151 ag: human GPR151 activation. PathHunter beta-arrestin GPR151 cells, luminescence. activation, % at 11.2 µM. 650,000 compounds, 1% hits. Q8TDV0; in the data active means activation above about 4.9%;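 further: 0% = median of compound wells and 100% = cells with positive control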
# Target sequence (Q8TDV0 whole entry, looked up): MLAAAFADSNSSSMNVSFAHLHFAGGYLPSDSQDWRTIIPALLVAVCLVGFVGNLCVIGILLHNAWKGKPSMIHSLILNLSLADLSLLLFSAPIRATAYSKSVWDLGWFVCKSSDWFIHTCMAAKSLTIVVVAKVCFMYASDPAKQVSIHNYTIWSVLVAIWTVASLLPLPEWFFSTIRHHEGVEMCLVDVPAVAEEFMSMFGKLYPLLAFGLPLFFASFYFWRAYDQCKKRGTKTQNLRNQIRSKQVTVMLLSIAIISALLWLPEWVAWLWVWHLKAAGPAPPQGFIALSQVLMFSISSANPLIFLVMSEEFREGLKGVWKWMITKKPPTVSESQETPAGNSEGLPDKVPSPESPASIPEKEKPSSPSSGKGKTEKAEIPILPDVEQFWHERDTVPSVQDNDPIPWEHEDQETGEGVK
# MITF primary: human MITF inhibition, primary screen. O75030. AlphaScreen MITF homodimerization, bead proximity signal. inhibition, % at 2.6 µM. 650,000 compounds, 0.91% hits; in the data active means inhibition above about 50%;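 further: 0% = vehicle wells with protein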
# Target sequence (O75030 whole entry, looked up): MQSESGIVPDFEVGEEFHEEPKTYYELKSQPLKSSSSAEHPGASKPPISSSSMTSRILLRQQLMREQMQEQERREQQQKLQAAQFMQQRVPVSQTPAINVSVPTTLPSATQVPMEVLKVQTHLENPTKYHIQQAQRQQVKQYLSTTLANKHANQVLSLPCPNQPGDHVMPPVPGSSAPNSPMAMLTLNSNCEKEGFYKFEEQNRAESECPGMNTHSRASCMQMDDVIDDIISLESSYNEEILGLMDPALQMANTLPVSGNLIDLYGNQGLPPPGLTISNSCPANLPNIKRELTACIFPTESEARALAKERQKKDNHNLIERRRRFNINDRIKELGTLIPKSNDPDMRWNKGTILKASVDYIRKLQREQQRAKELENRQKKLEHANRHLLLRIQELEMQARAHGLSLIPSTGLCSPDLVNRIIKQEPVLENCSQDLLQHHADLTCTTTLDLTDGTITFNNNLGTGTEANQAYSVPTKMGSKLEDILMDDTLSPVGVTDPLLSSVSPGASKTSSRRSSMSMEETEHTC
# TEAD-YAP inh: TEAD-YAP interaction inhibition; 640,000 compounds, 1.4% hits; inhibition, % at 9.12 µM; HEK-TIYL cells, TEAD-Gal4/YAP UAS-luciferase luminescence; in the data active means inhibition above about 32%;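 further: 0% = median of test compound wells and 100% = reference inhibitor wells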
# FBW7 act: activators of human E3 ligase FBW7; Q969H0; AlphaScreen FBW7–phospho-cyclin E peptide binding, activator screen; normalized activity (activation), % at 26.1 µM; 650,000 compounds, 0.13% hits; AID 1259310; in the data active means normalized activity above about 1.9%;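 further: purified mutant Fbw7 with reduced substrate affinity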
# An asterisk follows results filed as active.
SMILES,GPR151 ag,MITF primary,TEAD-YAP inh,FBW7 act
COc1ccc(-c2nc3s/c(=C\c4ccccc4[N+](=O)[O-])c(=O)n3n2)cc1,-2.1,-2,7,0.5
Cc1cccc(NC(=O)c2cnc(N3CCN(c4ncccn4)CC3)c3ccccc23)n1,0.5,-4,53*,0.4
CC(C)(C)c1cc(Cl)ccc1OCCCN1CCNCC1,0.4,76*,-1,-0.1
O=C1NC(=O)/C(=C\c2ccccc2OCc2ccc(F)cc2)N1,-1.0,1,7,0.8
O=C1CC(C(=O)Nc2ccccc2)C2(CCCC2)O1 (configuration not stated),-0.3,-12,4,-0.4
COc1ccc(-c2nc3c[n+](CC(N)=O)ccn3c2Nc2ccc3c(c2)OCO3)cc1,1.5,9,-1,-0.5
NC(=O)CSCC(=O)Nc1ccccc1F,-1.1,-1,-4,0.8
CCc1ccc(CN2CCc3nnc(CNC(C)=O)n3CC2)cc1,0.3,-1,-4,-0.1
O=C(Nc1ccc2oc(-c3ccc(Cl)c(Cl)c3)nc2c1)c1ccc(Cl)c([N+](=O)[O-])c1,2.2,-3,-14,-0.2
Nc1nc2n(n1)C(c1ccccc1)CC(c1ccc(Cl)cc1)N2 (configuration not stated),1.8,-2,-4,0.0
COC(=O)CN1C(=O)S/C(=C/c2ccc(OCC(N)=O)cc2)C1=O,-1.4,-11,9,-0.2
Cn1ccnc1C1(O)CC2CCC(C1)N2C(=O)c1cccs1 (configuration not stated),1.3,12,2,0.5
CC(=O)Nc1ccc(C(=O)CSc2nc(C3CC3)nc3sc(C)c(C)c23)cc1,-0.5,1,-4,-0.1
CCC1(C)Cc2c(C#N)c(N)sc(=S)c2CO1 (configuration not stated),3.7,25,-6,0.2
CCOC(=O)c1cc2occc2n1C(C)C(=O)OCC (configuration not stated),0.8,-13,-5,0.3
Cc1ccc(N2NC(=O)/C(=C/c3ccco3)C2=O)cc1,0.0,11,3,-0.2
COc1ccccc1NC(=O)C1=C(C)NC(SCC(=O)Nc2ccc(Br)cc2)=C(C#N)C1c1ccc(C)o1 (configuration not stated),0.1,12,8,0.0
CCCCCn1c(=S)[nH]c2cc(C(=O)NCc3ccccc3Cl)ccc2c1=O,-0.4,-2,-4,-0.1
COc1ccc(-c2nc(C(N)=O)c3[nH]c(=O)n(-c4ccc(Cl)cc4)c3n2)cc1O,0.3,6,51*,-0.2
CCCCOc1ccc(C2=N/C(=C\c3cccc(OC)c3)C(=O)O2)cc1,1.0,-1,-2,0.0
CCOc1ccccc1Nc1nnc(SCC(=O)N2CCCCC2C)s1 (configuration not stated),0.5,-3,5,0.0
Cc1cc(NC(=O)c2cc(Cl)ccc2Cl)ccc1-c1cc2ccccc2oc1=O,-0.5,-6,1,-0.1
O=C(CCCn1c(=S)[nH]c2ccc(Br)cc2c1=O)NCc1ccc(Cl)cc1,0.3,-8,-14,-0.1
COCCNC(=O)C(=O)NC1CC(C)(C)NC(C)(C)C1,0.2,16,-3,-0.1
CC(C)(C)c1ccc(S(=O)(=O)N/N=C/c2ccccc2[N+](=O)[O-])cc1,-0.3,13,13,0.0

# Reprinted at random: two compounds from above, in no set order.
SMILES,GPR151 ag,MITF primary,TEAD-YAP inh,FBW7 act
O=C1CC(C(=O)Nc2ccccc2)C2(CCCC2)O1 (configuration not stated),-0.3,-12,4,-0.4
O=C(Nc1ccc2oc(-c3ccc(Cl)c(Cl)c3)nc2c1)c1ccc(Cl)c([N+](=O)[O-])c1,2.2,-3,-14,-0.2

# Remaining list, next part:
SMILES,GPR151 ag,MITF primary,TEAD-YAP inh,FBW7 act
Cc1cccc(N2CCN(c3cc(NCCO)c([N+](=O)[O-])c4nonc34)CC2C)c1 (configuration not stated),-0.6,3,14,-0.1
COc1ccc(CC(=O)N2CCCC2c2nc3ccccc3[nH]2)cc1OC (configuration not stated),-0.8,13,-5,-0.1
CC(C)CC(c1nnnn1Cc1ccccc1)N1CCN(C(=O)c2ccco2)CC1 (configuration not stated),0.3,6,7,0.2
O=C(CCCOc1ccc(Cl)cc1)NC1CCCCC1,-0.1,-2,-1,0.1
CCCN(CC1CCCO1)C(=O)Cn1cc(NC(=O)CCOc2ccccc2)cn1 (configuration not stated),0.1,11,0,0.8
CCOCCCNC(=O)c1ccc2c(c1)ncn2-c1ccccc1OC,-0.8,-1,-4,-0.1
Nc1cccc(-c2nc(C(=O)NCCOc3ccccc3)cs2)c1,0.9,1,-62,0.1
CCCCC(=O)N(CCOC)Cc1cc2cccc(C)c2[nH]c1=O,0.1,-8,4,-0.3
CC1=C(C(=O)OCC(C)C)C(c2ccc(F)cc2)C2=C(CC(c3cccs3)CC2=O)N1 (configuration not stated),3.2,-8,24,0.0
CCCCOc1ccc(C(=O)CCNC(CCSC)C(=O)O)cc1 (configuration not stated),-0.6,11,-2,0.8
O=S(=O)(c1ccccc1)N1CCN(C(c2ccccc2)c2ccccc2)CC1,-1.1,5,3,0.0
CC1Oc2cccnc2N(Cc2ccc(F)c(Cl)c2)C1=O (configuration not stated),-0.2,10,-8,0.0
COc1ccc(C2=NN(C(=O)CSc3nnc(CNC(=O)Cc4ccccc4)n3C)C(c3ccc(F)cc3)C2)cc1 (configuration not stated),-1.3,8,-13,-0.1
O=C(Nc1ccc(Cl)cc1Cl)c1cc(S(=O)(=O)N2CCOCC2)ccc1F,-1.4,-1,9,-0.1
CCCCCOC(=O)Nc1ccc(S(=O)(=O)Nc2ccc([N+](=O)[O-])cc2)cc1,-0.8,42,2,0.4
Cc1cc(N2C(=O)C3C4C=CC(C4)C3C2=O)no1 (configuration not stated),0.0,15,0,0.0
CCc1ccc(C(=O)c2c(S(=O)(=O)CC)c(S(=O)(=O)CC)c3cc(C(C)(C)C)ccn23)cc1,1.3,14,2,0.1
CCCNc1cc(C)nc(N2CCC(N3CCOCC3)CC2)n1,-0.4,4,-2,-0.1
CCC(C(=O)N1CCN(C)CC1)n1nc(C)c2sc3ccccc3c2c1=O (configuration not stated),1.2,1,-7,-0.2
COCCN1Cc2cc3cc(C)ccc3nc2OC(C)C1=O (configuration not stated),-0.1,-1,-6,-0.1
CCOC(=O)N1CCN(S(=O)(=O)c2cc(OC)c(C)cc2C)CC1,-0.2,2,-5,0.1
COc1cccc2cc(-c3cn4cc(Cl)ccc4n3)c(=O)oc12,1.2,-7,-42,0.0
CCCC(=O)Nc1ccccc1NC(=O)CCCOc1ccccc1,-0.5,20,10,0.2
CCOC(=O)/C(C#N)=C/c1ccc(NC(=O)/C=C/c2ccc(OC)cc2)cc1,0.6,-8,5,-0.3
O=C1Cc2cc([N+](=O)[O-])ccc2N1c1c(Cl)cccc1Cl,0.4,36,5,0.2
# Continued.
SMILES,GPR151 ag,MITF primary,TEAD-YAP inh,FBW7 act
CCOc1ccccc1N(CC(=O)N1CCCCC1)S(=O)(=O)c1ccc(SC)cc1,-0.8,-3,4,-0.1
CCCCCN(CCCCC)C(=O)Nc1ccccc1,0.0,3,-16,0.0
COC(=O)C1=C(C)N=c2s/c(=C/c3ccc(Cl)c(Cl)c3)c(=O)n2C1c1cccs1 (configuration not stated),-0.1,17,-4,0.2
O=C(NCc1cccnc1)c1ccc2nc(NCCN3CCOCC3)sc2c1,-0.9,8,-1,-0.1
O=Cc1ccc(N2CCCC2)c([N+](=O)[O-])c1,2.0,1,-1,-0.1
CCc1c(C)sc(NC(=O)C2CCCCC2C(=O)O)c1C(=O)OC(C)C (configuration not stated),-0.1,-6,11,-0.1
CCCN(CCC)S(=O)(=O)c1ccc2c(c1)c(C=O)cn2CC,0.8,-8,-10,-0.1
Cc1cc(C)nc(SCc2cc(=O)c(OC(=O)c3ccc(C)c([N+](=O)[O-])c3)co2)n1,2.2,11,-3,-0.1
CC1(C)C2CCC(C2)C1(C)NC(=O)CN1CCN(c2ccccc2)CC1 (configuration not stated),2.8,29,16,0.3
CCC(Sc1nc2ccccc2c2nc(C)nn12)C(=O)NCc1cccnc1 (configuration not stated),-0.3,1,1,-0.1
COC(=O)c1ccc(-n2c(C)cc(C=C3C(=O)NC(=O)NC3=O)c2C)c(C)c1,0.8,7,4,-0.7
C#CCn1c(=NC(=O)CSC(C)=O)sc2ccccc21,0.9,0,4,0.0
c1ccc(-c2nc(-c3cncc(-c4cccs4)c3)cc(N3CCOCC3)n2)cc1,-1.0,13,3,0.0
COc1ccccc1NC(=S)N(CCCN1CCCCCC1)Cc1cccs1,0.8,-17,0,-0.2
COC(=O)c1ccccc1NC(=O)CSc1nc2ccsc2c(=O)n1Cc1ccccn1,-0.4,22,-28,-0.1
CC1CC(=O)C2=C(C1)OC(N)=C(C#N)C2c1ccc(N(C)C)cc1 (configuration not stated),-0.9,-9,-6,-0.1
COc1ccc(OC)c(N/C(C)=C/C(=O)c2ccc(F)cc2)c1,0.9,-9,-1,-0.2
O=C(Oc1cccc(OC(=O)c2ccncc2)c1)c1ccncc1,0.0,-4,4,0.0
CCOc1ccc(-n2c(SCC3OCCO3)nc3c(sc(=S)n3-c3ccc(Cl)c(C)c3)c2=O)cc1,1.4,-11,-3,-0.1
COc1ccc(CCNc2nc(SCc3cc(=O)n4ccccc4n3)nc3ccccc23)cc1OC,-1.6,7,-8,0.0
CC(C)c1ccc(NC(=O)c2ccc(NCCCN3CCCCCC3)c([N+](=O)[O-])c2)cc1,2.3,14,-20,-0.4
CCSc1nc2sccn2c(=O)c1C(=O)N(C)c1ccccc1,1.0,10,5,-0.5
CCOC(=O)N1CC=C2C(C#N)=C(N)C(C#N)(C#N)C(C(C)C)C2C1 (configuration not stated),-0.5,13,7,1.0
Brc1ccc(-c2nnc3sc(CNCc4ccc5c(c4)OCO5)cn23)cc1,1.7,5,-32,0.5
Cc1[nH]nc2nc(SCc3cc(=O)n4ccccc4n3)n(-c3ccc(Oc4ccccc4)cc3)c(=N)c12,0.0,-6,-6,-0.1

# Structures from the list above that contain an NH in an aromatic ring:
SMILES,GPR151 ag,MITF primary,TEAD-YAP inh,FBW7 act
CCCCCn1c(=S)[nH]c2cc(C(=O)NCc3ccccc3Cl)ccc2c1=O,-0.4,-2,-4,-0.1
COc1ccc(-c2nc(C(N)=O)c3[nH]c(=O)n(-c4ccc(Cl)cc4)c3n2)cc1O,0.3,6,51*,-0.2
O=C(CCCn1c(=S)[nH]c2ccc(Br)cc2c1=O)NCc1ccc(Cl)cc1,0.3,-8,-14,-0.1
COc1ccc(CC(=O)N2CCCC2c2nc3ccccc3[nH]2)cc1OC (configuration not stated),-0.8,13,-5,-0.1
CCCCC(=O)N(CCOC)Cc1cc2cccc(C)c2[nH]c1=O,0.1,-8,4,-0.3
Cc1[nH]nc2nc(SCc3cc(=O)n4ccccc4n3)n(-c3ccc(Oc4ccccc4)cc3)c(=N)c12,0.0,-6,-6,-0.1

# Remaining list, next part:
SMILES,GPR151 ag,MITF primary,TEAD-YAP inh,FBW7 act
CCOc1ccc(/C=N/O)cc1OCC,1.4,7,0,0.2
O=c1c2ccccc2nc(-c2ccccc2F)n1NCc1ccc(F)cc1,1.3,-7,5,-0.1
Cn1ccc2cc(-c3cc(Nc4ccccc4)nc(N)n3)ccc21,-0.6,26,-2,0.1
COc1ccc2cc(C)c3nn(CC(=O)NCc4cccs4)c(=O)n3c2c1,0.1,4,2,0.1
CCOC(=O)c1sc(C)c2c(=O)n(CC(C)(C)CN(C)C)nnc12,1.3,0,3,-0.1
C=CCn1c2cc(C)sc2c2cnn(C(C)C)c(=O)c21,1.6,-10,6,0.1
Cc1ccc(N2COc3ccc4c(C)cc(=O)oc4c3C2)c(C)c1,-1.0,8,3,0.0
NC(=O)C1CCN(Cc2nnnn2Cc2ccco2)CC1,-0.3,0,-8,0.0
N/C(=N\OC(=O)c1ccc(I)cc1)c1ccc([N+](=O)[O-])cc1,-1.0,-4,3,0.1
CCCNc1nc(Nc2ccncn2)nc2c1ncn2-c1ccsc1,-1.6,16,24,0.1
COC(=O)c1ccc(/C=N/Nc2nnnn2-c2ccccc2)cc1,-0.8,0,8,-0.1
CCC(C)NC(=O)C1c2ccccc2Oc2ccccc21 (configuration not stated),-0.8,7,6,0.0
O=C(COc1ccc(Cl)cc1)NC(=S)Nc1ccc(I)cn1,1.9,-21,12,-0.1
COC(=O)C1=C(C(=O)OC)SC(=C2C(=S)C(C)(C)N(C(=O)CN3C(=O)CCC3=O)c3cc(OC)ccc32)S1,1.0,-4,-10,-0.4
COc1ccccc1CNC(=O)CCc1nc2cccnc2n1-c1ccccc1,-1.6,-2,0,-0.1
O=C(Nc1nc(-c2cc3ccccc3oc2=O)cs1)c1ccccc1F,0.6,-4,-3,-0.1
CC(=O)Nc1ccc(S(=O)(=O)Nc2cccc(NC(=O)c3cccs3)c2)cc1,-1.3,-34,-12,-0.1
CCOC(=O)C(CC)Sc1ccc2nnc(-c3ccc(Cl)cc3)n2n1 (configuration not stated),0.4,-8,2,-0.1
